Screening data: PubChem, several laboratories
MsrA inhibitor – bovine MsrA enzyme inhibitors, primary screen, biochemical, absorbance, HTS. Methionine sulfoxide reductase A (Bos taurus). purified bovine MsrA, absorbance read-out. inhibition, % at 15.5 µM. 360,000 tested, 0.75% active. AID 651718, 2012; in the data active = inhibition above about 4.5%;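 also: 0% = vehicle wells with enzyme and 100% = reference inhibitor wells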
Tb MetRS inh – T. brucei MetRS inhibitors, primary screen, biochemical, luminescence. inhibition, % at 11.9 µM. 360,000 tested, 0.4% active. purified T. brucei MetRS, ATP depletion, Kinase-Glo luminescence;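 active = inhibition above a per-plate cutoff of the control wells' mean inhibition plus 3 SD, cut at about 5.5% in these data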;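 also: 0% = DMSO wells median and 100% = median of wells with control inhibitor compound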
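Assay system: T. brucei methionyl-tRNA synthetase, purified | Medium: HEPES buffer with MgCl2, KCl, DTT, spermine, BSA, pyrophosphatase | Compound: 11.9 µM single point | Incubation: 15 min enzyme-compound preincubation, 2 h reaction, 10 min detection, 25 °C | Measured by: Kinase-Glo luciferase luminescence reporting remaining unconsumed ATP | Measure: % inhibition normalized to control-well medians | Replication: Singlicate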
Scp1 inh – Scp-1 phosphatase inhibitors, primary screen, biochemical, colorimetric, uHTS. Carboxy-terminal domain RNA polymerase II polypeptide A small phosphatase 1 (Homo …. Recombinant Scp1, phosphopeptide, malachite green phosphate absorbance. inhibition, % at 20 µM. 340,000 tested, 0.88% active. AID 493091, 2011;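 active = inhibition above about 50% at 20 µM, limit read from the data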;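 also: plate controls were DMSO wells with enzyme for no effect and wells lacking enzyme for full effect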
Target sequence (Q9GZU7 76-261 limits assumed): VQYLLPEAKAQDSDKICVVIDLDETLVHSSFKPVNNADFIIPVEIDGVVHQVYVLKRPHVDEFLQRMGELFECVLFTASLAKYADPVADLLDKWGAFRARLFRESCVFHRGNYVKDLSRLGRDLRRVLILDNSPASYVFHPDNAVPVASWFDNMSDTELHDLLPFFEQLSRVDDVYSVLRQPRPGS
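System: truncated SCP-1 phosphatase (76-261aa); medium: Tris acetate buffer pH 5.5 with MgCl2 and Tween-20; incubation: 45 min room-temperature reaction, 5 min colour, 30 min stabiliser; compound: single 20 µM dose, 1% DMSO; reagent: Phosphorylated 17-residue peptide substrate; read-out: % inhibition at 20 µM; technique: colorimetric free-phosphate detection, absorbance 630 nm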
Rpn11 block – Rpn11 (PSMD14) deubiquitinase inhibitors, primary screen, biochemical, fluorescence polarization, uHTS | AID 588493, 2011 | calls only at 20 µM | 360,000 tested, 0.59% active | 26S proteasome non-ATPase regulatory subunit 14 (Homo sapiens), O00487 | human 26S proteasome, Ub4-pepOG fluorescence polarization; 20S core pre-blocked with epoxomicin;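 active = inhibition at 20 µM, scaled to each plate's controls, above about 33%, limit read from the data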
Target sequence (O00487 whole entry, looked up): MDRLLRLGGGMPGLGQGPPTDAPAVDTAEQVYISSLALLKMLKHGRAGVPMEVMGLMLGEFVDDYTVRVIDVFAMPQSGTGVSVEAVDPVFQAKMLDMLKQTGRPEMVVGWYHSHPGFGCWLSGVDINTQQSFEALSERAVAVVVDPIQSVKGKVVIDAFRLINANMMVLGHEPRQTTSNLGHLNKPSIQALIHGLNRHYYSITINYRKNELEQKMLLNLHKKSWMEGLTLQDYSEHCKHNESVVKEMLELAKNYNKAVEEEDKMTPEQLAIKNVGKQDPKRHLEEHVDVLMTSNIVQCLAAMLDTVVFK
STEP inh – STEP phosphatase inhibitors, primary screen, biochemical, fluorescence intensity, uHTS. recombinant STEP, OMFP fluorogenic substrate. Tyrosine-protein phosphatase non-receptor type 5 (Homo sapiens), P54829. 360,000 tested, 0.25% active. AID 588621, 2011. inhibition, % at 20 µM;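 active = inhibition at 20 µM, scaled per plate between control wells, above about 37%, limit read from the data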;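 also: 0% = DMSO with enzyme and substrate and 100% = substrate only without enzyme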
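Measure: Control-normalized % inhibition with plate pattern correction | Test system: STEP phosphatase, cell-free reaction | Medium: pH 6.0 Bis-Tris with DTT and Tween 20 | Technique: Fluorescence, 480/540 nm | Times: Reaction 20 min, ambient temperature | Doses: Single compound dose of 20 µM, 1% DMSO final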
NadD inh – inhibitors of S. aureus NadD, primary screen, biochemical, colorimetric, uHTS. purified NadD enzyme, colorimetric absorbance read-out. Nicotinate-nucleotide adenylyltransferase NadD (Staphylococcus aureus N315). inhibition, % at 20 µM. 360,000 tested, 0.78% active; in the data active = inhibition above about 26%; also: some compounds past the cut are filed as inactive
LMPTP inh – LMPTP phosphatase inhibitors, primary screen, biochemical, fluorescence intensity, uHTS. 360,000 tested, 0.22% active. inhibition, % at 20 µM. Low molecular weight phosphotyrosine protein phosphatase (Homo sapiens), P24666. recombinant LMPTP-A, OMFP fluorogenic substrate;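 active = compounds that cut the enzyme signal by at least half of the control window in the single-dose screen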;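 also: plate controls were DMSO wells with enzyme plus substrate for no effect and substrate without enzyme for full effect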
Target sequence (P24666 whole entry, looked up): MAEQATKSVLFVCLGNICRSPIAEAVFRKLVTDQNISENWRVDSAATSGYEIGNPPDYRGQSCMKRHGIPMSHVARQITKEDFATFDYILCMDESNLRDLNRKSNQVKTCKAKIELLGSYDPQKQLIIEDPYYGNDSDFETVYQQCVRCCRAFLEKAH
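material = LMPTP-A | quantity = 0.625 nM enzyme | reagent = OMFP substrate, 400 µM final | buffer or medium = Bis-Tris pH 6.0, DTT, detergent | detection = endpoint fluorescence intensity from OMFP dephosphorylation | dosing = single 20 µM dose | read-out basis = % inhibition relative to no-enzyme and uninhibited control wells | control set = no-enzyme and uninhibited controls | timing = 50 min at room temperature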
SUMO1 PPI mod – modulators of SUMO1 protein-protein interactions, primary screen, biochemical, uHTS. SUMO1 binding to a labelled peptide, TR-FRET, 1 h. inhibition, % at 20 µM. 360,000 tested, 0.33% active; in the data active = inhibition above about 37%
Target sequence (P63165 whole entry, looked up): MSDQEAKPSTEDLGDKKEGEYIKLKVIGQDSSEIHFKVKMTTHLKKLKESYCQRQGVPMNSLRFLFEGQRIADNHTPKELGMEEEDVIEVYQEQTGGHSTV
DNMT1 block – human DNMT1 methyltransferase inhibitors, primary screen, biochemical, molecular beacon, fluorescence, HinP1I cleavage, uHTS | DNA (cytosine-5)-methyltransferase 1 (Homo sapiens), P26358 | inhibition (reported as % activation of signal), % at 10 µM | 360,000 tested, 0.83% active | AID 588458, 2011; in the data active = inhibition above about 50%
CSN inh – inhibitors of CSN-mediated cullin deneddylation, primary screen, biochemical, fluorescence polarization, uHTS. Purified CSN, SCF-Nedd8-OG deneddylation. inhibition, % at 12.5 µM. 360,000 tested, 0.38% active;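 active = pattern-corrected inhibition above about 35%, with an unprinted fluorescence ratio check between 0.5 and 1.5, limit read from the data, passing the limit was not always enough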;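 also: 0% = enzyme with substrate and 100% = substrate without enzyme; some results filed as inactive read as strong as hits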
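Schedule: reaction 90 min, room temperature / Assay system: HEK293T-derived human Csn5 enzyme / Input: Csn5 at 0.24 nM final / Measure: inhibition of Csn5 cleavage, % / Control set: substrate-only high control, full reaction low control / Technique: fluorescence polarization of the substrate / Buffer or medium: Tris/NaCl/DTT buffer, pH 7.5 / Reagent: SCFSkp2-Nedd8OG substrate at 10 nM final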
* marks the source's active call; other numbers are inactive results. An excerpt; the hit share may differ from the screen's.

`COc1ccccc1-n1c(O)c(C=NCCN2CCNCC2)c(=O)[nH]c1=O` gave MsrA inhibitor -0.1, Tb MetRS inh -1.4, Scp1 inh -8, Rpn11 block inactive, STEP inh 1, NadD inh 0, LMPTP inh -7.4, SUMO1 PPI mod 0, DNMT1 block -1 and CSN inh 1.
COc1ccc(CCn2c(O)c(C=NCCCn3ccnc3)c(=O)[nH]c2=O)cc1OC was read as MsrA inhibitor -0.4, Tb MetRS inh -0.1, Scp1 inh -9, Rpn11 block inactive, STEP inh 1, NadD inh 2, LMPTP inh -4.3, SUMO1 PPI mod -4, DNMT1 block -4 and CSN inh -1.
For Cc1ccc2nc(N3CCN(C)CC3)[nH]c2c1 the results were MsrA inhibitor -1.3, Tb MetRS inh -1.3, Scp1 inh 0, Rpn11 block inactive, STEP inh -1, NadD inh 2, LMPTP inh -3.6, SUMO1 PPI mod -2, DNMT1 block 3 and CSN inh -2.
`COc1ccc(/C=N\N=C(N)N)cc1` gave MsrA inhibitor 0.3, Tb MetRS inh -0.2, Scp1 inh -3, Rpn11 block inactive, STEP inh 10, NadD inh 0, LMPTP inh 0.3, SUMO1 PPI mod -5, DNMT1 block 0 and CSN inh 2.
CCC(=NCCCN1CCOCC1)c1c(O)n(-c2ccccc2C)c(=O)[nH]c1=O was read as MsrA inhibitor -0.2, Tb MetRS inh -0.8, Scp1 inh 1, Rpn11 block inactive, STEP inh 1, NadD inh -3, LMPTP inh -6.7, SUMO1 PPI mod 5, DNMT1 block -1 and CSN inh -1.
For Cn1cc(C(=O)OCC(=O)NC2CCCC2)c2ccccc21 the results were MsrA inhibitor 1.9, Tb MetRS inh -0.1, Scp1 inh -8, Rpn11 block inactive, STEP inh -1, NadD inh 1, LMPTP inh 0.0, SUMO1 PPI mod -1, DNMT1 block 1 and CSN inh 2.
`Oc1ccc(CC2CC3CCN2CC3)cc1O` (stereo not drawn) gave MsrA inhibitor -0.7, Tb MetRS inh -1.4, Scp1 inh -12, Rpn11 block inactive, STEP inh -3, NadD inh -3, LMPTP inh -1.7, SUMO1 PPI mod 1, DNMT1 block 3 and CSN inh 1.
For CC(C)(C)NC(=O)NC(=O)CN1CC=C(c2ccccc2)CC1 the results were MsrA inhibitor 0.1, Tb MetRS inh -0.2, Scp1 inh -8, Rpn11 block inactive, STEP inh 1, NadD inh -2, LMPTP inh 1.6, SUMO1 PPI mod -10, DNMT1 block 0 and CSN inh -2.
For COC(=O)C1=C(c2c(C)noc2C)C[C@@H]2CC[C@H]1N2C(=O)NCC1CC1 the results were MsrA inhibitor -0.3, Tb MetRS inh 0.2, Scp1 inh 5, Rpn11 block inactive, STEP inh -1, NadD inh 0, LMPTP inh -1.1, SUMO1 PPI mod 0, DNMT1 block 3 and CSN inh -5.
Screening CCOC(=O)C(O)(c1ccc(N=Cc2ccccc2O)c(C)c1)C(F)(F)F (stereo not drawn) returned MsrA inhibitor 0.1, Tb MetRS inh -1.3, Scp1 inh 35, Rpn11 block inactive, STEP inh 0, NadD inh 0, LMPTP inh -2.2, SUMO1 PPI mod 0, DNMT1 block 1 and CSN inh -1.
Screening Cc1ccc(C(O)(C(=O)NNC(=O)CN2CCN(C)CC2)c2ccc(C)cc2)cc1 returned MsrA inhibitor 0.2, Tb MetRS inh -1.5, Scp1 inh 1, Rpn11 block inactive, STEP inh -2, NadD inh 1, LMPTP inh -1.7, SUMO1 PPI mod 1, DNMT1 block 2 and CSN inh -4.
COc1ccc(-n2nnnc2C(c2ccnc3ccccc23)N2CCC(n3c(=O)[nH]c4ccccc43)CC2)cc1 (stereo not drawn) was read as MsrA inhibitor -0.4, Tb MetRS inh -0.2, Rpn11 block inactive, STEP inh -1, NadD inh 6, LMPTP inh 6.9, SUMO1 PPI mod 7, DNMT1 block -4 and CSN inh -1.
Screening CO[C@H]1CC=C2CCN3CCC4=C(CC(=O)OC4)[C@]23C1 returned MsrA inhibitor 2.4, Tb MetRS inh 0.1, Scp1 inh -4, Rpn11 block inactive, STEP inh 4, NadD inh 0, LMPTP inh -0.7, SUMO1 PPI mod 7, DNMT1 block 1 and CSN inh -5.
`CC(=O)Nc1nc(CCl)cs1` gave MsrA inhibitor -0.4, Tb MetRS inh 0.0, Scp1 inh -2, Rpn11 block inactive, STEP inh 2, NadD inh 0, LMPTP inh -0.7, SUMO1 PPI mod 2, DNMT1 block -1 and CSN inh -5.
Screening O=C1OC(c2ccc([N+](=O)[O-])cc2)=N/C1=C/N1CC2CC(C1)c1cccc(=O)n1C2 (stereo not drawn) returned MsrA inhibitor 1.3, Tb MetRS inh -1.1, Scp1 inh 9, Rpn11 block inactive, STEP inh 1, NadD inh 2, LMPTP inh 0.5, SUMO1 PPI mod 24, DNMT1 block 3 and CSN inh -1.
Screening COC(=O)C1=C(c2ccc(OC)c(OC)c2)C[C@@H]2CC[C@H]1N2C(=O)NC1CC1 returned MsrA inhibitor 0.5, Tb MetRS inh 0.2, Scp1 inh -4, Rpn11 block inactive, STEP inh -1, NadD inh 0, LMPTP inh -0.3, SUMO1 PPI mod -1, DNMT1 block 4 and CSN inh -6.
For CN(C(=O)Oc1cccc2ccccc12)C1C=CCC1 (stereo not drawn) the results were MsrA inhibitor 0.0, Tb MetRS inh -0.5, Scp1 inh -4, Rpn11 block inactive, STEP inh 5, NadD inh 2, LMPTP inh 0.9, SUMO1 PPI mod -6, DNMT1 block 13 and CSN inh -2.
For NC(Cc1ccccc1)c1csc(Nc2ccccn2)n1 (stereo not drawn) the results were MsrA inhibitor 0.0, Tb MetRS inh 0.0, Rpn11 block inactive, STEP inh 10, NadD inh -7, LMPTP inh -0.2, SUMO1 PPI mod 0, DNMT1 block -4 and CSN inh 2.
For Cn1c(O)c(Cc2ccc(OCc3ccccc3)cc2)c(=O)n(C)c1=O the results were MsrA inhibitor 0.2, Tb MetRS inh -0.4, Scp1 inh -11, Rpn11 block inactive, STEP inh 2, NadD inh 0, LMPTP inh 0.1, SUMO1 PPI mod 2, DNMT1 block -4 and CSN inh -4.
For COC1C(OC(=O)c2ccc(C)[nH]2)C(O)C(Oc2ccc3c(O)c(NC(=O)c4ccc(O)c(CC=C(C)C)c4)c(=O)oc3c2Cl)OC1(C)C (stereo not drawn) the results were MsrA inhibitor 0.4, Tb MetRS inh -2.2, Scp1 inh -9, Rpn11 block inactive, STEP inh 0, NadD inh 31*, LMPTP inh 2.3, SUMO1 PPI mod 30, DNMT1 block -7 and CSN inh -4.

Three compounds from above, sorted by SMILES length, low to high.
For NC(Cc1ccccc1)c1csc(Nc2ccccn2)n1 (stereo not drawn) the results were MsrA inhibitor 0.0, Tb MetRS inh 0.0, Rpn11 block inactive, STEP inh 10, NadD inh -7, LMPTP inh -0.2, SUMO1 PPI mod 0, DNMT1 block -4 and CSN inh 2.
For CN(C(=O)Oc1cccc2ccccc12)C1C=CCC1 (stereo not drawn) the results were MsrA inhibitor 0.0, Tb MetRS inh -0.5, Scp1 inh -4, Rpn11 block inactive, STEP inh 5, NadD inh 2, LMPTP inh 0.9, SUMO1 PPI mod -6, DNMT1 block 13 and CSN inh -2.
Screening Cc1ccc(C(O)(C(=O)NNC(=O)CN2CCN(C)CC2)c2ccc(C)cc2)cc1 returned MsrA inhibitor 0.2, Tb MetRS inh -1.5, Scp1 inh 1, Rpn11 block inactive, STEP inh -2, NadD inh 1, LMPTP inh -1.7, SUMO1 PPI mod 1, DNMT1 block 2 and CSN inh -4.

Next structures.
For CCCNC(=O)N1CCC2(CC1)OCCO2 the results were MsrA inhibitor 1.1, Tb MetRS inh -1.4, Scp1 inh 8, Rpn11 block inactive, STEP inh -2, NadD inh 2, LMPTP inh 0.1, SUMO1 PPI mod 0, DNMT1 block 5 and CSN inh -1.
Screening CC1(C)CN=C(Nc2nc3ccccc3s2)S1 returned MsrA inhibitor -0.9, Tb MetRS inh -1.3, Scp1 inh -6, Rpn11 block inactive, STEP inh 6, NadD inh 1, LMPTP inh -0.3, SUMO1 PPI mod -2, DNMT1 block 5 and CSN inh -3.
`CC(Cc1ccccc1)NC(=O)Cc1ccc(N(C)C)cc1` (stereo not drawn) gave MsrA inhibitor -1.3, Tb MetRS inh -0.9, Scp1 inh 0, Rpn11 block inactive, STEP inh 2, NadD inh -5, LMPTP inh -0.8, SUMO1 PPI mod -1, DNMT1 block 5 and CSN inh -4.
`COC(=O)C1=Nc2ccccc2/C1=C\c1c(O)n(C)c(=O)n(C)c1=O` gave MsrA inhibitor 1.7, Tb MetRS inh -0.2, Scp1 inh -11, Rpn11 block inactive, STEP inh 2, NadD inh -3, LMPTP inh 0.8, SUMO1 PPI mod -12, DNMT1 block -20 and CSN inh 2.
`Cc1cccc(C)c1OP(N)(=O)OCC(F)(F)F` (stereo not drawn) gave MsrA inhibitor 0.4, Tb MetRS inh -0.1, Scp1 inh -11, Rpn11 block inactive, STEP inh 0, NadD inh 4, LMPTP inh -1.6, SUMO1 PPI mod -2, DNMT1 block -1 and CSN inh 7.
Screening Clc1ccc(C(Cn2ccnc2)OCc2csc3c(Cl)cccc23)c(Cl)c1 (stereo not drawn) returned MsrA inhibitor 2.1, Tb MetRS inh -0.1, Scp1 inh -1, Rpn11 block inactive, STEP inh 1, NadD inh 13, LMPTP inh 8.2, SUMO1 PPI mod 5, DNMT1 block -8 and CSN inh -5.
